Hsp90 inh – tumor Hsp90 inhibitors, primary screen, cell lysate, fluorescence polarization, NCI-N417 lysate; Cy3B-geldanamycin FP displacement; inhibition, % at 30 µM; 0.35% of 64,000 active; Heat shock protein HSP 90-alpha (Homo sapiens), P07900; AID 429, 2006;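 active = inhibition above 50%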;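 note: 0% = tracer plus lysate wells and 100% = tracer alone without lysate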
D1 allo mod – D1 CRE-luciferase signal change, two-sided – cell-based, HEK293 D1, dopamine EC30, D1 allosteric modulator project, primary screen | D(1A) dopamine receptor (Homo sapiens), P21728 | dopamine EC30 potentiation; actives deviate in either direction | B-score at 10 µM | 5.9% of 58,000 active | AID 641, 2007;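 active = luminescence count or its row- and column-corrected plate score outside the 99.7% band of the plate's sample wells, on either side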
M1 antagonist – antagonists of rat M1 muscarinic receptor; 3.4% of 64,000 active; B-score at 10 µM; CHO-M1 cells, Fluo-4 calcium, ACh EC80 antagonist mode; stronger effect = lower value;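 active = calcium fluorescence response, raw or row-and-column corrected B-score, differing from the plate sample mean either way at a set confidence level, mostly lower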
5HT1a ag – human 5-HT1a receptor agonists, primary screen, cell-based, CHO, Ga15 NFAT-bla reporter; 5-hydroxytryptamine receptor 1A (Homo sapiens), P08908; CHO 5-HT1a Ga15 NFAT-bla reporter, FRET ratio; 0% basal, 100% maximal reference agonist; activation, % at 10 µM; 0.56% of 65,000 active;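 active = activation above the screen-wide mean activation plus 3 SD, cut at about 19% in these data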;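 note: 0% = DMSO wells and 100% = 5-CT at EC100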
Fluor 339 460 – intrinsic fluorescence of library compounds, ex339/em460 – biochemical, MLSMR library, data from DPM-DC assay, artefact control, profiling panel; 5.5% of 65,000 active; compound autofluorescence, ex339/em460 nm, NADH buffer; stronger effect = higher value; 1 = no-compound wells, NADH background; fluorescence fold increase at 10 µM;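 active = at 10 µM, mean starting fluorescence two-fold or more over control wells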;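 note: signal is the first read of a kinetic run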
NADH enzymes – inhibitors of PK/LDH coupling enzymes, profiling panel, artefact control, biochemical, MLSMR library. coupled PK/LDH NADH assays, four targets. IC50, µM (titrated, usually from 10 µM), without a hit: top-dose inhibition. 0.02% of 65,000 active;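 active = single-dose screening hits from any of four coupled enzyme assays that gave an IC50 when retested across doses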;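 note: the DPM-DC format reads NADH fluorescence rather than 340 nm absorbance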
Her2 expr inh – inhibitors of Her2 protein expression, primary screen, SKBR-3 cells, AlphaScreen, 66K library; HER2 level % of control, % at 10 µM; Receptor tyrosine-protein kinase erbB-2 (Homo sapiens), P04626; SKBR-3 HER2 protein level, 18-24 h; stronger effect = lower value; 0.69% of 65,000 active;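 active = HER2 level under 5% of the carrier-only control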;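 note: 100% = DMSO carrier and 0% = 500 nM PU-H71 HSP90 inhibitor; lower value means stronger loss of Her2 protein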
Target sequence (P04626 whole entry, looked up): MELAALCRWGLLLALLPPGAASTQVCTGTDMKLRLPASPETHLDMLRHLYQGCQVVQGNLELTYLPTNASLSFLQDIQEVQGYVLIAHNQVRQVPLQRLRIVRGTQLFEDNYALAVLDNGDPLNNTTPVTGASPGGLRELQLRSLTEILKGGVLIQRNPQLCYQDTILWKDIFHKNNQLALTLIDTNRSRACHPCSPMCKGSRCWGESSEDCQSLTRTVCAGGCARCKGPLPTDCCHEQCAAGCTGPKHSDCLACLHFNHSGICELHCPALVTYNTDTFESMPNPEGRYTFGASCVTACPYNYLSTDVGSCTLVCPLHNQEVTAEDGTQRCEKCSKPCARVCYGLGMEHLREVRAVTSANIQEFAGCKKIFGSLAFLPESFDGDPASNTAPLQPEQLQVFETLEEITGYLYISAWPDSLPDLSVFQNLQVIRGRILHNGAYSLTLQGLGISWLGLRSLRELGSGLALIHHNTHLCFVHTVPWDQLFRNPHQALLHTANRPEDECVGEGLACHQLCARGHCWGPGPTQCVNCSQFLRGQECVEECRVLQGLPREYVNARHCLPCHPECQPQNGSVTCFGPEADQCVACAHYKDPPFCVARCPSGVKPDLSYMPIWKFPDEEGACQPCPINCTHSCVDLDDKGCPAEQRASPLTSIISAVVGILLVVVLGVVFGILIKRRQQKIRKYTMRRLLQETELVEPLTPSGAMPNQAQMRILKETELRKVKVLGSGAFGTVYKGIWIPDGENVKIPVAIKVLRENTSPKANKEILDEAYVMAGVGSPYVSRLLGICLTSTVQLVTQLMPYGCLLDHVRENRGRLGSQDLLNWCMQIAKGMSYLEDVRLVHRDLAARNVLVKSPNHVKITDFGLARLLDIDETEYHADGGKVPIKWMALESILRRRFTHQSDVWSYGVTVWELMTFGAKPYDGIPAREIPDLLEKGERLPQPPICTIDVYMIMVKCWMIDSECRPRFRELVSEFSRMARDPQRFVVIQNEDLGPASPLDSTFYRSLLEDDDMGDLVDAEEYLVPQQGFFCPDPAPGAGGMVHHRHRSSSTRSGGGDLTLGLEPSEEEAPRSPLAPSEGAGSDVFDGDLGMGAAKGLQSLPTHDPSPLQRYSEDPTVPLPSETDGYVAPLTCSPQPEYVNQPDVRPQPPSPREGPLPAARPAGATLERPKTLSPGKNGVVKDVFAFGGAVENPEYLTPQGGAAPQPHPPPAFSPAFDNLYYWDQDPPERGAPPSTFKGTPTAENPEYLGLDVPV
M1 ag – M1 muscarinic receptor agonists, primary screen, CHO-M1 cells, Fluo-4 calcium, agonist mode; Fluo-4 calcium fluorescence; stronger effect = higher value; B-score at 10 µM; 3% of 64,000 active; AID 626, 2007;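 active = fluorescence rise, raw or as B-score row- and column-corrected plate score, outside the 99.7% band of its plate's samples, either direction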
Ec RNAP inh – E. coli RNAP inhibitors, biochemical; 0.2% of 62,000 active; E. coli RNA polymerase, fluorescence transcription assay; AID 559, 2006; DNA-directed RNA polymerase subunit beta (Escherichia coli (strain K12)), P0A8V2; inhibition, %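 (tested at 10 µM)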; in the data active = inhibition above about 20%;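 note: 0% = enzyme without compound and 100% = no enzyme blank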
* = called active by the depositor; x = not tested or not shown; [ ] = dose if it differs, or a comment. An unsorted share of the library; about 16% have a hit in one of these screens.

SMILES	Hsp90 inh	D1 allo mod	M1 antagonist	5HT1a ag	Fluor 339 460	NADH enzymes	Her2 expr inh	M1 ag	Ec RNAP inh
CCN(CC)C(=O)CSc1nc2ccccc2c(=O)n1CCC(=O)NCc1ccc(F)cc1	-3	-0.0014	-0.25	-0.1	1	3%	73	-0.25	-9
Cc1ccc(NS(=O)(=O)c2cccc(C(=O)Nc3cc(C)on3)c2)cc1	-2	-0.84	0.3	-1.4	1.1	3%	101	1.8	-5
CCOC(=O)C(C)Sc1ccc2nnc(-c3ccc(F)cc3)n2n1 (centres undefined)	-1	1	0.13	0.2	2.1*	8%	82	-0.0028	7
CCOC(=O)N1CCN(c2c(NCCc3ccc(OCC)c(OCC)c3)c(=O)c2=O)CC1	2	x	-0.068	-3.7	1.1	7%	102	0.56	7
CCN1C(=O)CC(N2CCC(C(=O)OC)CC2)C1=O (centres undefined)	-6	-0.6	0.28	-0.9	1.1	7%	97	-0.55	9
COc1cccc(N(CC(=O)NC2CCCC2)C(=O)Cn2nnc(-c3ccc(C)cc3)n2)c1	1	-0.57	0.093	-4.4	1.1	7%	71	-1.4	3
O=C(Nc1c(C(=O)Nc2cccc(F)c2)oc2ccccc12)c1ccc2c(c1)OCO2	-4	-0.19	-0.26	-3.5	5*	3%[fluoresces]	57	0.93	-1
O=C(CCN1CCOCC1)Nc1c(-c2ccccc2)c2cc(Br)ccc2[nH]c1=O	1	0.21	-1	-0.9	1.1	3%	88	1.4	x
COc1ccc(N2C(=O)C3CCCN3C2c2ccc(Cl)cc2)cc1 (centres undefined)	-2	-0.34	-0.28	-3.1	0.99	4%	102	0.089	-1
CCC(C)NC(=O)c1cnc2n(c1=O)CCS2 (centres undefined)	-4	x	0.14	-1.2	1.1	6%	90	-1.1	0
CC(=O)NC(O)C(=O)c1ccccc1 (centres undefined)	2	0.17	1	-0.2	1	5%	100	-1.1	7
CCSc1nc2ccccc2n1CC(=O)OC	1	-0.27	-0.2	-2.3	1.1	2%	151	-0.33	10
COc1ccc(Nc2cc(C(=O)NCCCN3CCN(C)CC3)c3ccccc3n2)cc1OC	-1	-0.58	1.1	0.2	1.1	1%	78	0.0059	-9
CN(C)c1ccc(CN(C(=O)c2ccco2)C2CCS(=O)(=O)C2)cc1 (centres undefined)	2	0.096	-0.6	1.0	1	4%	81	-0.66	2
COC(=O)CSc1nnc(-c2ccco2)n1-c1ccc(C)cc1	-3	15*	0.48	-2.5	1.1	5%	113	-0.28	x
CCCc1[nH]nc2c1C(C1CCCCC1)C(C#N)=C(N)O2 (centres undefined)	0	0.27	-0.01	-0.4	1.1	2%	78	1	10
NC(=O)c1cc(Cc2ccccc2)sc1NC(=O)c1ccco1	x	8.4*	0.15	0.5	1.6	14%	142	1.5	7
O=C(CSc1nnnn1C1CCCCC1)Nc1ccc2c(c1)OCO2	5	0.26	0.079	-0.5	1.3	5%	100	-1	1
Cc1ccc(-c2cc(C(=O)N3CCCC3)no2)cc1	-3	-5.2*	0.95	3.6	1.1	2%	85	0.63	4
CCOC(=O)C1C2C=CC3(CN(c4ccccc4CC)C(=O)C13)O2 (centres undefined)	-4	0.069	0.31	-1.5	1.2	3%	100	0.82	x
CC1Cc2ccccc2N1S(=O)(=O)c1cccc(C(=O)NCCCO)c1 (centres undefined)	0	-0.37	-0.11	-5.5	1	5%	90	-0.42	6
CCC1CCCCN1CCNS(=O)(=O)c1ccc2c(c1)oc(=O)n2C (centres undefined)	0	0.89	-0.17	-0.7	1	3%	109	-0.37	7
COCCCNC(=O)C1CC(=O)N(CCc2ccc(OC)c(OC)c2)C1 (centres undefined)	1	0.49	0.6	-0.2	1.1	4%	90	0.81	10
COc1ccccc1N1CCN(C(=O)c2cnn3cccnc23)CC1	-4	0.83	-0.63	-2.2	1.1	2%	90	0.56	-3
CCOC(=O)N1CCN(C(=O)CN(c2ccc(C)cc2)S(=O)(=O)c2c(C)noc2C)CC1	0	0.25	-1.1*	-2.4	1	2%	85	0.15	-5
SMILES	Hsp90 inh	D1 allo mod	M1 antagonist	5HT1a ag	Fluor 339 460	NADH enzymes	Her2 expr inh	M1 ag	Ec RNAP inh
Cc1cc2cc(CCNC(=O)c3ccc(Br)o3)c(=O)[nH]c2cc1C	-5	0.41	-1.1	-1.1	1.5	8%	83	3.7*	8
CCOc1ccccc1-c1nc(C(N)=O)c2[nH]c(=O)n(-c3ccc(F)cc3)c2n1	-1	0.98	0.33	-0.4	2.1*	12%[fluoresces]	100	-0.3	6
CCCn1c(SCC(=O)Nc2c(CC)cccc2CC)nnc1C(C)C	-3	x	1.3	-2.3	1	10%	105	-0.97	-1
CCOC(=O)c1cnn(-c2cccc(Cl)c2)c1N	-2	4.6*	-0.63	-3.5	1.1	7%	105	-0.52	0
COC(=O)c1cc(-c2c(C)oc3cc(O)ccc3c2=O)c(C)o1	-1	1.2	-0.12	51*	2.4*	7%[fluoresces]	100	0.68	-11
Cc1n[nH]c(C)c1S(=O)(=O)N1CCCC(C(=O)NC2CCCc3ccccc32)C1 (centres undefined)	-4	-0.9	-0.078	-4.3	1.1	3%	70	1.1	3
COc1ccc(OC)c(C(C)NC(=O)c2ccco2)c1 (centres undefined)	-4	-0.24	0.58	0.4	1.1	4%	97	-0.55	0
CC(=O)N1CCN(CC(=O)Nc2c(Cl)cccc2Cl)CC1	-1	x	-0.29	0.4	0.96	11%	115	0.59	2
COC(=O)[C@H](Cc1ccccc1)NC(=O)N1CCCCC1C (some centres undefined)	-4	-0.38	1.5	0.5	1.2	0%	57	-0.69	5
Cc1occc1-c1nnc(SCC(=O)c2ccc(Cl)cc2)n1C	-3	-0.62	0.0017	-3.3	1	9%	102	0.18	6
CC(=O)Nc1ccc(OCC(O)CN2CCN(Cc3ccccc3)CC2)cc1 (centres undefined)	-3	0.021	0	-3.1	1.1	1%	80	0.68	5
CC1(C)OC(C(=O)NC2CCCCC2)C(C(=O)NC2CCCCC2)O1 (centres undefined)	-4	0.79	-0.24	0.4	1.1	2%	90	-0.66	7
O=C1c2ccccc2C(=O)N1CCc1nc(-c2cccnc2)no1	-6	-0.52	-0.41	1.0	1.1	4%	99	-0.33	12
CCOC(=O)N1CCC(Nc2c(-c3ccc(C)c(C)c3)c(=O)c2=O)CC1	-1	-1.1	0.11	-2.8	1	10%	96	-0.19	2
Cc1cccc(CS(=O)(=O)Cc2ccc(C(=O)NCCCN3CCOCC3)o2)c1	0	0.0059	0.28	-2.1	1.1	5%	93	0.76	3
COCC(=O)NC(C)c1nc2ccccc2[nH]1 (centres undefined)	x	-0.29	-0.0066	0.4	1.1	12%	96	-0.35	10
O=C(Oc1nsnc1N1CCOCC1)N1CCCCC1	-1	-0.83	-0.00031	1.0	1.1	10%	87	1.1	x
COc1ccc(-c2nnn(CC(=O)Nc3sc4c(c3C#N)CCCC4)n2)cc1	-5	0.39	0.96	-1.7	1	6%	106	-0.063	5
O=C(Cn1nnc(-c2ccccc2)n1)NCc1cccs1	-2	-0.67	0.019	4.2	1	6%	219	0.0014	9
COc1ccc(-n2c(SCC#N)nc3ccccc3c2=O)cc1	-2	1.9	0.28	-3.3	1.1	1%	132	-2.4	1
O=C(Nc1ccon1)c1cnc2sccn2c1=O	1	-0.9	0.23	-2.1	3.2*	8%	82	-0.78	2
O=C(O)CSc1nc2ccccc2o1	0	0.89	-0.21	-3.3	1	6%	127	1.2	2
COc1ccc(C(=O)c2coc3ccc(O)c(CN4CCOCC4)c23)cc1	0	2.3	0.52	2.0	1	2%	46	0.76	6
Cc1ccc(C(=O)N2CCOCC2)cc1S(=O)(=O)Nc1cccc(C)c1C	-3	0.47	-0.22	-2.3	1.1	6%	85	-0.042	4
O=C(Nc1ccc(Cl)c(C(F)(F)F)c1)N1CCCC(O)C1 (centres undefined)	1	0.49	0.55	-1.2	1	3%	83	-0.29	6
SMILES	Hsp90 inh	D1 allo mod	M1 antagonist	5HT1a ag	Fluor 339 460	NADH enzymes	Her2 expr inh	M1 ag	Ec RNAP inh
CCOCCCNC(=O)C(NC(=O)c1ccc2c(c1)OCO2)c1ccc(OC)cc1 (centres undefined)	x	0.48	0.22	0.1	1.1	6%	186	-0.28	5
CCOc1ccc(C2C=C(c3ccc(C)cc3)Nc3nnnn32)cc1 (centres undefined)	-4	0.02	0.14	-0.7	1.2	6%	85	1.5	6
Cc1cc(C)nc(SCSc2nc(C)cc(C)n2)n1	-2	1.3	-0.067	-0.2	1.1	4%	83	0.91	-11
CN(C)c1nc(N)nc(-c2nc3ccccc3s2)n1	2	0.8	0.33	-1.1	1	3%	x	0.42	2
O=C(NCc1ccccc1)NS(=O)(=O)c1ccccc1Cl	-2	0.49	-0.66	0.1	1.1	8%	88	-2.5	x
CC(=O)Cc1nsc(Nc2ccc3c(c2)OCCO3)n1	-4	0.66	-0.3	1.7	1.1	8%	121	0.0082	3
CCOC(=O)N1CCC(NC(=O)CCc2nc(-c3ccc(C)cc3)no2)CC1	-3	-0.52	-0.29	-1.3	1.1	9%	104	-0.15	0
CS(=O)(=O)N(Cc1ccco1)Cc1ccccc1Cl	-3	0.53	-1.3	-0.2	1.1	8%	102	-1.1	4
O=C1c2ccccc2C(=O)N1c1ccc(-c2nc3ccccc3o2)cc1	-2	-0.69	-0.021	2.5	1.1	3%	95	0.038	-1
COc1ccc(CN(Cc2ccccn2)C(=O)CN2C(=O)COc3ccccc32)cc1	-2	-0.53	-0.03	-0.8	1.1	3%	51	1.8	4
O=C(c1cc(-c2ccc3c(c2)OCO3)on1)N1CCOCC1	-4	-4.5*	0.23	-2.5	0.99	6%	90	-0.12	8
CC1(C)NC(=O)N(CC(O)COc2ccccc2-c2ccccc2)C1=O (centres undefined)	-2	-0.057	0.097	1.3	1.6	4%	77	-0.27	9
Cc1ccccc1NS(=O)(=O)c1cc(C(=O)NCc2ccco2)ccc1C	-5	-0.021	0.69	-1.6	1.1	0%	84	0.38	3
COc1ccc(C2C(C(N)=O)=C(C)Nc3nc(-c4ccccc4OC)nn32)cc1OC (centres undefined)	-2	-1.4	0.044	-1.1	1.2	1%	128	-0.4	5
CCCCOC(=O)C1C2C=CC3(CN(CCc4ccccc4)C(=O)C13)O2 (centres undefined)	x	x	-0.033	x	1.1	2%	99	-1.2	1
CCOC(=O)c1[nH]c(C)c(C(=O)NCCCN2CCOCC2)c1C	-3	-0.53	-0.041	-1.7	1.1	4%	132	-0.008	3
CCCN(CCC)c1nc(C)cc(C(C#N)c2nc3ccccc3o2)n1 (centres undefined)	3	0.16	0.19	-2.6	2.2*	4%	96	6.4*	2

D1 allo mod, hit marks shown above.
smiles,D1 allo mod,M1 antagonist,5HT1a ag,Fluor 339 460,NADH enzymes,Her2 expr inh,M1 ag,Ec RNAP inh
COC(=O)CSc1nnc(-c2ccco2)n1-c1ccc(C)cc1,15*,0.48,-2.5,1.1,5%,113,-0.28,x
NC(=O)c1cc(Cc2ccccc2)sc1NC(=O)c1ccco1,8.4*,0.15,0.5,1.6,14%,142,1.5,7
Cc1ccc(-c2cc(C(=O)N3CCCC3)no2)cc1,-5.2*,0.95,3.6,1.1,2%,85,0.63,4
CCOC(=O)c1cnn(-c2cccc(Cl)c2)c1N,4.6*,-0.63,-3.5,1.1,7%,105,-0.52,0
O=C(c1cc(-c2ccc3c(c2)OCO3)on1)N1CCOCC1,-4.5*,0.23,-2.5,0.99,6%,90,-0.12,8

Source: PubChem
